Assay outcomes deposited in PubChem by National Center for Advancing Translational Sciences (NCATS).
Epigenetic derep: regulators of epigenetic silencing causing reporter derepression in mouse cells; murine LDR cells, GFP reporter derepression, 30 h; Potency, µM (series often up to 53.9 µM), inactives show top-dose GFP activation, hits mostly activators; 0.2% of 280,000 active; AID 1865; active = well fitted activation curve with a large enough effect; inconclusive = small, poorly fitted or top-dose-only effect; also: % of control where 0% means no effect; nearly all actives have a fitted effect of over 60% in size
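Murine LDR cells bearing a silenced CMV-driven GFP reporter were exposed to compound for 30 h at 37 C. After PBS washes, GFP-positive cells (20-120 um objects) counted by laser-scanning microplate cytometry.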
* = called active by the depositor; u = inconclusive. Potency is read from the fitted curve at half-maximal effect. Some of the compounds tested; the hit share may differ from the screen's.

Epigenetic derep,structure
-2.5%,Cc1nc2cccnc2n1C1CCN(S(=O)(=O)c2ccc(Cl)cc2)CC1
-3.3%,CCc1ccccc1N(C)C(=O)c1nn(C)c2c1CSc1ccccc1-2
-0.4%,CCOC(=O)c1c(C)oc2nc(C)nc(NCc3ccccc3OC)c12
0.0%,CCOc1ccccc1CNC(=O)c1cc2c(=O)n(Cc3ccccc3)ccc2nc1C
2.1%,COc1ccccc1NC(=O)CSc1nnc(NC(=O)NC2CCCCC2)s1
-0.8%,CC(=O)Nc1nonc1-c1nnc(SCC(=O)N(C)c2ccccc2)n1C
14%,Cc1ccc(NC(=O)Cn2nc(C)c3nn(-c4ccc(Cl)cc4)c(C)c3c2=O)cc1C
0.0%,O=C(NCCc1ccccc1)c1ccc(CSc2nc3cccnc3n2Cc2ccccc2)cc1
3.4%,COc1ccc(NC(=O)CCCN2C(=O)CCn3nc(-c4cn(C)c5ccccc45)cc32)cc1OC
0.0%,COc1ccc(S(=O)(=O)Nc2cccc(-c3ccc(N4CCOCC4)nn3)c2)cc1F
3.8%,CCOc1ccccc1NS(=O)(=O)c1c(-c2ccc(C)cc2)csc1C(=O)OC
-1.3%,Cc1cccc(C)c1-n1ncc(C(=O)N2CCN(c3ccccc3)CC2)c1C1CCN(C(=O)OC(C)(C)C)CC1
-2.0%,COc1ccc2c(Sc3ccccc3)c(C(=O)NCCN(C)C)[nH]c2c1
2.1%,Cc1cccc(S(=O)(=O)c2cn(C)c3cc(N4CCCCCC4)c(F)cc3c2=O)c1
0.0%,CCCCN(CC)C(=O)Cn1ncc2c3ccccc3n(CCC)c2c1=O

No new results follow: an excerpt of the list.
Epigenetic derep,structure
-2.5%,Cc1nc2cccnc2n1C1CCN(S(=O)(=O)c2ccc(Cl)cc2)CC1
-3.3%,CCc1ccccc1N(C)C(=O)c1nn(C)c2c1CSc1ccccc1-2
-0.4%,CCOC(=O)c1c(C)oc2nc(C)nc(NCc3ccccc3OC)c12
0.0%,CCOc1ccccc1CNC(=O)c1cc2c(=O)n(Cc3ccccc3)ccc2nc1C
2.1%,COc1ccccc1NC(=O)CSc1nnc(NC(=O)NC2CCCCC2)s1
-0.8%,CC(=O)Nc1nonc1-c1nnc(SCC(=O)N(C)c2ccccc2)n1C
14%,Cc1ccc(NC(=O)Cn2nc(C)c3nn(-c4ccc(Cl)cc4)c(C)c3c2=O)cc1C

The list continues.
Epigenetic derep,structure
0.0%,CCc1ccc(CNC(=O)CCn2c(=O)c3cccn3c3ccc(F)cc32)cc1
1.1%,Cc1cc(=O)n(CC(=O)N2CCN(c3ccc(F)cc3)CC2)c2c1c(C)nn2C
-3.4%,Cc1cc(C)c2c(-n3cccc3)c(C(=O)NCCc3ccc(Cl)cc3)sc2n1
-2.8%,CC1CCCCN1c1cc2c(cc1F)c(=O)c(S(=O)(=O)c1ccccc1)cn2Cc1ccccc1 (stereo not drawn)
0.0%,Cc1ccc(-n2c(=O)c3c(c4cc(C)ccc4n3C)n(CC(=O)NCCC3=CCCCC3)c2=O)cc1
0.8%,CCCn1c2ccccc2c2cnn(CC(=O)N(C)c3ccc(F)cc3)c(=O)c21
-2.1%,COC(=O)c1c(SCC(=O)Nc2cccc(C(F)(F)F)c2)[nH]c2ccccc2c1=O
-4.2%,O=C1CN(C(=O)Nc2ccccc2Cl)C(c2ccccc2)c2c(sc3c2CCCC3)N1 (stereo not drawn)
-5.6%,COc1ccc(Cn2c(C(=O)O)c(CNC3CCCCCC3)c3ccc(OC)cc32)cc1
-0.5%,Cc1ccc(CNC(=O)C2CCN(S(=O)(=O)c3cc(-c4noc(C)n4)ccc3C)CC2)cc1
-1.3%,CC(C)(C)OC(=O)N1CCC(c2c(C(=O)N3CCN(c4cccc(Cl)c4)CC3)cnn2-c2cccc(Cl)c2)CC1
-1.4%,COc1ccccc1NC(=O)CSc1nc(-c2cccc(Cl)c2)nc2c1Cc1c(CO)cnc(C)c1O2
0.0%,O=C(NCCc1ccc(Cl)cc1)c1ccc(Cn2c(=O)[nH]c3ccccc3c2=O)cc1
0.0%,CCOc1ccc(C2c3c(oc4ccc(C)cc4c3=O)C(=O)N2CCCN2CCOCC2)cc1 (stereo not drawn)
-0.5%,COc1ccc(OC)c(NC(=O)CSC2=Nc3ccccc3C3=NC(CCC(=O)NC4CCCCC4)C(=O)N23)c1 (stereo not drawn)

Part of the list above in order of SMILES length, lowest first:
Epigenetic derep,structure
0.0%,CCCCN(CC)C(=O)Cn1ncc2c3ccccc3n(CCC)c2c1=O
-0.5%,COc1ccc(OC)c(NC(=O)CSC2=Nc3ccccc3C3=NC(CCC(=O)NC4CCCCC4)C(=O)N23)c1 (stereo not drawn)
-1.3%,CC(C)(C)OC(=O)N1CCC(c2c(C(=O)N3CCN(c4cccc(Cl)c4)CC3)cnn2-c2cccc(Cl)c2)CC1

Next section
Epigenetic derep,structure
-0.8%,Cc1cc(F)ccc1NS(=O)(=O)c1ccc(-n2cccn2)cc1
-2.8%,Cc1ccc(C(c2c(O)cc(C)n(Cc3ccco3)c2=O)N2CCC(C)CC2)cc1 (stereo not drawn)
2.6%,Cc1ccc(NC(=O)CN2C(=O)CCc3cc(S(=O)(=O)N4CCCCC4)ccc32)cc1C
-0.2%,CC(=O)Nc1ccc(NC(=O)CCCn2nc(C)c3sc4ccccc4c3c2=O)cc1
-0.5%,Cc1cccc(N2C(=O)N(Cc3cccc(C#N)c3)c3ccccc3S2(=O)=O)c1
1.1%,CN(C)c1ccc(C(CNC(=O)c2c(F)cccc2Cl)N2CCOCC2)cc1 (stereo not drawn)
-4.1%,Cc1nc(-c2ccc(F)cc2)sc1CCNC(=O)c1ccc(C(C)(C)C)cc1
0.0%,O=C(CCS(=O)(=O)c1cc2c(cc1Cl)NC(=O)CO2)NCc1ccccc1
0.0%,Cc1ccc(Cl)cc1N1CCN(C(=O)CCNS(=O)(=O)c2ccc3c(c2)CCN3C(=O)C2CC2)CC1
3.0%,COc1cccc(CNC(=O)c2ccc(CS(=O)Cc3ccc(Cl)cc3)o2)c1 (stereo not drawn)
0.0%,COC(=O)c1scc(-c2ccc(C)cc2)c1S(=O)(=O)N1CCN(c2ccc(F)cc2)CC1
0.0%,O=C(NCc1cccs1)c1ccc(Cn2c(SCc3ccccc3)nc3cccnc32)cc1
2.1%,O=C(NC1CC(=O)N(c2cccc(F)c2)C1)c1ccc(S(=O)(=O)N2CCCCC2)cc1 (stereo not drawn)
7.5%,Cc1ccc(N2CCN(C(=O)NCc3noc4ccc(C)cc34)CC2)c(C)c1
0.0%,CN(C)CCN(Cc1ccccc1)S(=O)(=O)c1ccc2[nH]c(=O)ccc2c1

Remaining list, next part:
Epigenetic derep,structure
-1.2%,COc1cccc2sc(N(Cc3cccnc3)C(=O)C3CCCCC3)nc12
-3.0%,Cc1cc(-c2ccc(C)c(S(=O)(=O)N(C(C)C)C3CCCCC3)c2)on1
2.8%,Cc1cc(C)cc(Nc2cc(C)nc3nc(-c4ccco4)nn23)c1
-1.3%,O=C(NCCc1ccccc1)C1CCN(Cc2cc3ccccc3n2Cc2cccc(Cl)c2)CC1
-1.2%,COCCNC(=O)CCN1C(=O)c2cccnc2Oc2ccc(C)cc21
-0.1%,Cc1cccc2c(=O)cc(CSc3ccccc3NC(=O)c3cccc(F)c3)[nH]c12
u,CC(CNC(=O)c1ccc(Cn2c(=O)c3cccn3c3cccnc32)cc1)c1ccccc1 (stereo not drawn)
-2.6%,Cn1cnc(S(=O)(=O)N2CCC(C(=O)Nc3ccc(Cl)c(C(F)(F)F)c3)CC2)c1
-0.5%,CCOC(=O)c1ccc(NC(=O)CCCn2nc(C)c3sc4ccccc4c3c2=O)cc1
-1.3%,Cc1ccccc1Cn1c(CN2CCC(C(=O)NCc3ccc(Cl)cc3)CC2)cc2ccccc21
0.0%,COc1ccc(OC)c(NC(=O)c2c(NCc3sccc3C)sc3c2CCCCC3)c1
-1.3%,COC(=O)C(CCSC)NC(=O)c1c(C)oc2ncn(CC(C)C)c(=O)c12 (stereo not drawn)
-3.1%,CCCNC(=O)CSc1nc2ccccc2nc1Cc1ccc(Cl)cc1
0.2%,O=C(CSc1nc(=O)[nH]c2c1CCCC2)NCc1ccc(Cl)cc1
-1.0%,Cc1cc(=O)[nH]c2nnc(SCC(=O)Nc3cc(C(F)(F)F)ccc3Cl)n12

Further compounds follow.
Epigenetic derep,structure
-3.7%,Cc1ccc(CNS(=O)(=O)c2ccc(-c3cc(C(F)(F)F)on3)s2)cc1
0.0%,CCOc1ccc(C(=O)Nc2ccc(-c3nnc4n3CCCCC4)cc2)cc1OCC
1.2%,COc1ccc(Nc2cc(C)c3cc(NC(=O)Cc4c(F)cccc4Cl)ccc3n2)cc1
2.7%,CCOc1ccccc1NC(=O)Cn1nc2c3cc(F)ccc3n(Cc3cccc(C)c3)cc-2c1=O
-1.6%,COc1ccc(C)cc1NC(=O)c1oc2ccc(S(=O)(=O)N(C)C3CCCCC3)cc2c1C
3.5%,Cc1ccc(C)c(S(=O)(=O)c2nnn3c2nc(N2CCN(C)CC2)c2sccc23)c1
-1.3%,CCOC(=O)c1c(C)oc2nc(C)nc(NCC3CCN(Cc4cccc(C)c4)CC3)c12
0.2%,Cc1cc(-c2ccc(C)c(S(=O)(=O)NCC3CCN(Cc4ccccc4F)CC3)c2)on1
0.0%,COC(=O)c1sccc1S(=O)(=O)N(CC(=O)Nc1ccc(C)c(F)c1)c1ccc(C)c(C)c1
5.4%,COc1cc(C(=O)NCC(c2ccco2)S(=O)(=O)c2cccs2)cc(OC)c1OC (stereo not drawn)
8.1%,CCOC(=O)C1CCN(C(=O)C2CCN(c3nnc(C)c4c(C)n(-c5ccccc5)nc34)CC2)CC1
0.0%,Cc1ccc(OCC(=O)NCC(=O)OCc2cc(=O)n3nc(CC(C)C)sc3n2)cc1
-1.3%,C=CCc1ccccc1OCCn1c(C2CC(=O)N(Cc3ccc(F)cc3)C2)nc2ccccc21 (stereo not drawn)
-6.6%,CCOc1ccc(S(=O)(=O)NCC(c2ccc(N(C)C)cc2)N2CCCC2)cc1 (stereo not drawn)
0.5%,Cc1ccc(CNC(=O)C2CCN(S(=O)(=O)c3cn(C)cn3)CC2)cc1

Next section:
Epigenetic derep,structure
4.4%,COCC(=O)Nc1cccc(-c2nc3cccnc3s2)c1
-4.3%,COc1ccc(C(CC(=O)Nc2cc(Cl)c(OC)cc2OC)N2Cc3ccccc3C2=O)cc1 (stereo not drawn)
-0.6%,CCOC(=O)c1cc(S(=O)(=O)Nc2ccc(OC(F)(F)F)cc2)[nH]n1
-0.8%,CC(=O)Nc1nonc1-c1nnc(SCC(=O)Nc2cc(C)cc(C)c2)n1C
-3.9%,Cc1cccc(-c2nc(SCCCOc3ccc(Cl)c(C)c3)n3[nH]c(=O)cc3n2)c1
-3.3%,Cc1ccc(OCCSc2nc3ccccc3n2CC(=O)N2CCOCC2)cc1C
-0.6%,COc1cccc(N(Cc2nnc3n2CCCCC3)C(=O)Nc2cccc(Cl)c2)c1
-0.4%,O=C(CN1C(=O)c2cccnc2Oc2ccc(Cl)cc21)NCCc1ccccc1
-1.9%,CC1CN(C(=O)CCC(=O)NCc2cccs2)c2cc(Cl)ccc2O1 (stereo not drawn)
0.8%,COc1cc(C)c(S(=O)(=O)Nc2cccc(-c3ccc(N4CCCC4)nn3)c2)cc1C
-1.7%,COCCNC(=O)c1ccc(Cn2c(SCC(N)=O)nc3ccccc3c2=O)cc1
4.5%,CN1CCN(c2nc3c(S(=O)(=O)c4ccccc4)nnn3c3ccsc23)CC1
2.4%,CC1CCCCN1C(=O)CSc1n[nH]c(-c2ccccc2)n1 (stereo not drawn)
0.0%,CC(C)NC(=O)CCC(=O)N1Cc2ccccc2Oc2ncccc21
-0.7%,COc1ccc2c(c1)c1c(c(=O)n(-c3ccc(F)c(Cl)c3)c(=O)n1CC(=O)N1CCCC1)n2C

(next part)
Epigenetic derep,structure
0.0%,COc1ccc(-c2cn3nc(N4CCC(C(=O)Nc5ccc(C)cc5)CC4)sc3n2)cc1
-0.5%,Cc1cccc(C)c1Nc1sc(C(=O)c2ccccc2)c(N)c1S(=O)(=O)c1ccccc1
-0.5%,CN(C)c1ccc(NC(=O)CSC2=Nc3ccccc3C3=NC(CCC(=O)NCc4cccs4)C(=O)N23)cc1 (stereo not drawn)
-1.6%,O=C(COc1cccc(Cl)c1)N1CCC(c2nc3ccccc3o2)CC1
0.8%,CS(=O)(=O)c1ncc(N(Cc2ccco2)Cc2cccs2)c(C(=O)Nc2ccccc2F)n1
10%,CCOc1ccccc1C(=O)Nc1ccc(-n2nncc2-c2ccccc2)cc1
5.6%,Cc1ccc(C)c(NC(=O)Cn2c(=O)n(Cc3ccc4c(c3)OCO4)c(=O)c3oc4ccccc4c32)c1
0.0%,COc1ccc(-c2ccc(=O)n(CC(=O)NCCc3ccccc3)n2)cc1
-1.1%,Cc1ccc(C)c(N2CCN(C(=O)c3cc4c(=O)n(Cc5cccs5)ccc4nc3C)CC2)c1
0.0%,Cc1ccc(CNC(=O)CCc2c(C)nn(-c3ccc(N4CCCC4)nn3)c2C)cc1
0.8%,COc1cccc(CNC(=O)c2ccc3c(c2)sc2nc(-c4ccccc4)cn23)c1OC
0.0%,CCC1=C(c2ccc(C)cc2)S(=O)(=O)N=C1N1CCC(C(=O)N2CCCCC2)CC1
3.2%,Cc1ccc(CNC(=O)CSc2c(C(C)C)cnc3c2c(=O)n(C)c(=O)n3C)cc1
-1.4%,Cc1ccc(NC(=O)c2ccc(NC(=O)N3CCSc4ncccc43)cc2)cc1Cl
-1.8%,CCc1cccc(NC(=O)Nc2ccc3c(c2)N(C)C(=O)c2ccccc2S3)c1
0.4%,COc1ccc(Br)cc1CNC(=O)c1cc(=O)[nH]c2ccc(S(=O)(=O)N3CCCC3)cc12
1.1%,CCC(C)NC(=O)c1cnn(-c2ccc(Cl)cc2)c1C1CCN(C(=O)OC(C)(C)C)CC1 (stereo not drawn)

Sorted by value in Epigenetic derep (rising): three from the list above
compound | Epigenetic derep
O=C(COc1cccc(Cl)c1)N1CCC(c2nc3ccccc3o2)CC1 | -1.6%
Cc1ccc(NC(=O)c2ccc(NC(=O)N3CCSc4ncccc43)cc2)cc1Cl | -1.4%
Cc1ccc(CNC(=O)CCc2c(C)nn(-c3ccc(N4CCCC4)nn3)c2C)cc1 | 0.0%
